# RGS4 inh – inhibitors of human RGS4; P49798; HEK293 M3R/RGS4 inducible, Fluo-4 calcium flux; active compounds read high; triggered by carbachol at its EC20; B-score at 10 µM; hit rate 0.45% among 310,000;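 active = B-score, a plate-corrected calcium signal, over three deviations above library mean, with baseline fluorescence within five deviations of library mean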;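 also: RGS4 expression induced by doxycycline in cells with stable M3 receptor; B-score is computed from the integrated fluorescence ratio over baseline after carbachol; higher B-score means a larger calcium signal and so more RGS4 inhibition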
# TMEM16A inh – inhibitors of mouse TMEM16A calcium-activated chloride channel. HEK293 TMEM16A/YFP iodide influx fluorescence, ionomycin. normalized B-score (activity score, 25-100; higher = stronger inhibition) at 10 µM. hit rate 1.2% among 310,000. AID 588511;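 active = ratio plate-corrected score three or more library SD toward inhibition, starting fluorescence score within five deviations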;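 also: score derived from kinetic fluorescence span divided by baseline fluorescence per well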
# KCNK9 inh – blocks the human KCNK9 two-pore domain potassium channel | HEK293 KCNK9, FluxOR thallium flux fluorescence; active compounds read low | B-score at 10 µM | Q9NPC2 | hit rate 1.2% among 310,000 | AID 488922;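 active = ratio B-score over 3 SD below the library mean, with starting fluorescence within 5 SD of its mean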;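 also: negative B-score means less thallium flux so channel inhibition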
# HDAC3 inhib – inhibitors of human histone deacetylase 3; hit rate 0.15% among 320,000; AID 2718; inhibition, % at 8.3 µM; recombinant HDAC3, fluorogenic peptide/trypsin coupled, fluorescence; O15379; in the data active = inhibition above about 26%, passing the limit was not always enough; inconclusive = no clear call, values can overlap the other calls
# KCNQ1 inh – human KCNQ1 channel inhibition | hit rate 1.3% among 310,000 | CHO-K1 KCNQ1, FluxOR thallium flux fluorescence; active compounds read high | P51787 | B-score at 10 µM;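 active = compounds whose thallium flux B-score, printed positive for inhibition, exceeds three library SD while starting fluorescence stays within three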;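 also: channel opened by potassium depolarization with thallium stimulus after 20 min compound exposure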
# Target sequence (P51787 whole entry, looked up): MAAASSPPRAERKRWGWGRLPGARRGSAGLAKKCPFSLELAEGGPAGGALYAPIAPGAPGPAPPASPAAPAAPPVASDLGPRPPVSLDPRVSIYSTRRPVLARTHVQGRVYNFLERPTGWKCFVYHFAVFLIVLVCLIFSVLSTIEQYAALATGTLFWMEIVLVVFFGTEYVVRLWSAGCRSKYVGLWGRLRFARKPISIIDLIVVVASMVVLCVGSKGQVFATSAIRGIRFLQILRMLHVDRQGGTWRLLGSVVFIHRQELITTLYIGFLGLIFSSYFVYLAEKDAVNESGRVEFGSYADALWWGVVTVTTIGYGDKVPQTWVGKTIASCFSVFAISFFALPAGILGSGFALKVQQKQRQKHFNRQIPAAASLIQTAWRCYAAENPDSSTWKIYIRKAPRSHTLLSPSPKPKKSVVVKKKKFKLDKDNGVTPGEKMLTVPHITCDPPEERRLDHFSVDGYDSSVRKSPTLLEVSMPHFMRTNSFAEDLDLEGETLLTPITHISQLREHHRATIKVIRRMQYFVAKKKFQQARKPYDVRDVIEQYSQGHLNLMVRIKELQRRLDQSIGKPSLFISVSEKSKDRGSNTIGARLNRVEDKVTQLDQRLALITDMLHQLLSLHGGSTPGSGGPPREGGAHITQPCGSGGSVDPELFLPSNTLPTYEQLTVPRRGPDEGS
# KCNK3 inh – human KCNK3 channel inhibition, primary screen | O14649 | CHO-KCNK3 thallium flux, FluxOR fluorescence; active compounds read low | B-score at 10 µM | hit rate 0.84% among 340,000 | AID 602410;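 active = B-score under library mean minus 4 SD, starting fluorescence ratio at most library mean plus 5 SD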;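 also: more negative B-score means stronger inhibition of thallium flux through KCNK3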
# Target sequence (O14649 whole entry, looked up): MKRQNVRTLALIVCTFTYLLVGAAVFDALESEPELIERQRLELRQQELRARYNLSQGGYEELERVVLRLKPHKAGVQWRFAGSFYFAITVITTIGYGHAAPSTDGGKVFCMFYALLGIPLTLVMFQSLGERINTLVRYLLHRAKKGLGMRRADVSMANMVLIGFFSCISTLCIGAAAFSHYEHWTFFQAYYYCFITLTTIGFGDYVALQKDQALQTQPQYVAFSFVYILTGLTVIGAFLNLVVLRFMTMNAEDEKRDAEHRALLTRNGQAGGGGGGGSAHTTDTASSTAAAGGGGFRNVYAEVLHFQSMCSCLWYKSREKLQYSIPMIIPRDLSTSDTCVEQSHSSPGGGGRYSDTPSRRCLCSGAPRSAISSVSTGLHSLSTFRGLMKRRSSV
# hERG protect – compounds protecting human hERG from proarrhythmic drug block; Q12809; CHO-hERG, FluxOR thallium flux, dofetilide IC70 present; activation (rescue from dofetilide block), less the hit threshold, % at 10 µM; hit rate 0.51% among 310,000;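 active = activation above the mean of controls blocked by dofetilide plus 5 SD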;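 also: thallium influx through hERG after potassium depolarization seen as dye fluorescence rise; in these data hits start at about 4.7%; inactives centre near -7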
# TMEM16A act – activates or potentiates the mouse TMEM16A chloride channel; Q8BHY3; HEK293 TMEM16A/YFP-H148Q/I152L, iodide quench fluorescence; active compounds read low; B-score at 10 µM; hit rate 0.3% among 340,000; AID 623877;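 active = fluorescence-ratio B-score plate-corrected deviation score at least 3 library SD below zero, with starting fluorescence score within 5 deviations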;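 also: channel opened by trigger with iodide after compound preincubation; score built on the fluorescence ratio of max minus min over baseline; more negative score means more quench and so TMEM16A activation or potentiation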
# RGS4 act – RGS4 potentiation or activation | HEK293 M3R/inducible RGS4, carbachol calcium flux Fluo4; active compounds read low | B-score at 10 µM | hit rate 0.92% among 310,000;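 active = B-score of the integrated calcium signal more than 4 SD below the library mean, with starting fluorescence not abnormally high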;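 also: negative B-score means reduced calcium response which marks RGS4 activation or potentiation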
#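 Assay system: HEK293 FlpIn-TREx cells, stable M3R, doxycycline-inducible RGS4 / Probe or stimulus: carbachol, ECmax concentration / Times: overnight RGS4 induction, 30 min dye load 37 °C, 20 min compound RT / Signal: kinetic calcium fluorescence imaging with Fluo4-AM dye, 2 µM / Measure: Agonist-evoked peak-minus-minimum fluorescence over baseline, integrated ratio, B score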
# KCNQ1 act – potentiates or activates the human KCNQ1 potassium channel. CHO-K1 KCNQ1, thallium flux FluxOR fluorescence; active compounds read high. B-score at 10 µM. hit rate 0.35% among 310,000;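 active = fluorescence ratio B-score, a plate-corrected score, at least three library SD, with initial intensity B-score within 5 SD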
#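 Assay system: CHO-K1 cells stably expressing KCNQ1. Medium: assay buffer for compound exposure, DMSO matched across wells. Timing: 37 °C overnight plating, 90-min dark dye load, 20-min compound pretreatment. Signal: kinetic FluxOR fluorescence, 10 s baseline plus 110 s post-stimulus.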
# SKKanGAS inh – inhibitors of SKKanGAS S. pyogenes growth in kanamycin (SK-promoter or general growth effect) | BacTiter-Glo, 6 h | inhibition, % at 7.5 µM | hit rate 1.3% among 300,000;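 active = mean replicate score, as percent of positive control median, at least 50; inconclusive = mean below 50 but one replicate at or above 50; inactive = mean and every replicate below 50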;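 also: strain carries kanamycin resistance gene driven by streptokinase promoter and grows in 40 µg/ml kanamycin; loss of luminescence reflects streptokinase promoter inhibition or plain growth inhibition; 0% = median of DMSO wells and 100% = positive control at its reference dose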
# Numbers without * were called inactive; i = inactive; u = inconclusive; x = not tested or not shown.
# The line under a structure holds: RGS4 inh	TMEM16A inh	KCNK9 inh	HDAC3 inhib	KCNQ1 inh	KCNK3 inh	hERG protect	TMEM16A act	RGS4 act	KCNQ1 act	SKKanGAS inh
1: O=C(Oc1ccc2ccc(O)cc2c1)c1ccccc1Cl
    i	i	i	0.8	i	i	-4.2	i	i	i	4.4
2: CC1CCN(c2ncnc3ccccc23)CC1
    i	i	i	11.4	i	i	-9.3	i	i	i	-5.4
3: COC(=O)c1nccc2c1[nH]c1ccccc12
    i	i	i	0.3	i	i	-4.2	i	i	i	-17.7
4: CC(=O)NN1C(=O)/C(=C/c2ccc(Br)o2)SC1=S
    i	i	i	7.8	i	i	-9.7	i	i	i	7.3
5: COc1ccc(CN(C)CC(=O)Nc2cc(OC)c([N+](=O)[O-])cc2C)c(OC)c1
    i	i	i	0.1	i	i	-3.4	i	i	i	-2.9
6: CC(=O)c1ccc(NC(=O)C2=CC(c3ccc4c(c3)OCO4)=NS(=O)(=O)N2C)cc1
    i	i	i	-3.2	i	i	-8.4	i	i	i	14.7
7: O=c1[nH]nc(CNc2ccc(C(F)(F)F)cc2)c2ccccc12
    i	i	i	-3.0	i	i	-0.2	i	i	i	-2.6
8: O=C(CC1CCCCC1)NCc1ccccc1
    i	i	i	-1.0	i	i	-8.7	i	i	i	x
9: Cc1ccc(-c2nc(N)n(C(=O)Cc3ccccc3)n2)cc1
    i	i	i	0.5	i	i	0.1	i	i	i	2.6
10: O=C(O)CN1C(=O)CCS(=O)c2ccccc21 (configuration not stated)
    i	i	i	2.9	i	i	-4.4	i	i	i	-1.1
11: CCN(CC)CCNC(=O)C12CC3CC(C)(CC(C)(C3)C1)C2
    i	i	i	10.3	i	i	-3.0	i	i	i	0.7
12: CCCNC(=O)/C(C#N)=C1\N=C(NC(=O)c2ccco2)c2ccccc21
    i	i	i	4.0	i	i	-8.2	i	i	i	-1.6
13: Cc1cc(C)c(OCC(=O)OC(C)C(=O)N2CCc3ccccc32)c(C)c1 (configuration not stated)
    i	i	i	0.0	i	i	-12.8	i	i	i	15.1
14: CSc1ccc(-c2nc(CSCC(=O)NCCCN3CCCC3=O)c(C)o2)cc1
    i	i	i	6.6	i	i	-5.6	i	i	i	-6.7
15: O=C(Nc1cccc(/C=C/c2ccccn2)c1)c1ccc(-n2cncn2)c([N+](=O)[O-])c1
    i	25*	i	7.5	i	i	-33.4	i	-7.72*	i	7.7
16: CC(C)(C)c1ccccc1OCC(=O)NCc1ccccc1
    i	i	i	0.9	i	i	-5.2	i	i	i	4.0
17: N#C/C(=C(/O)CCCl)c1ccccn1
    i	i	i	-15.3	i	i	-1.0	i	i	i	-9.2
18: COc1ccc2nc(NC(=O)CSc3nnc(N)s3)sc2c1
    i	i	i	-0.2	i	i	-9.6	i	i	i	-4.5
19: N#C/C(=C\c1c(N2CCCCC2)nc2ccccn2c1=O)C(=O)NCc1ccco1
    i	i	i	-0.8	i	i	-2.0	i	i	i	15.3
20: Cc1oc2nc(SCC(=O)NC3CCCCC3)nc(N)c2c1C
    i	i	i	10.8	i	i	-12.9	i	i	i	-3.8
21: Cc1ccc(-c2nn(C)c(=O)c3ccccc23)cc1CNC(=O)c1ccco1
    i	i	i	12.4	i	i	-10.2	i	i	i	-5.3
22: O=C1OCCN1C(=O)[C@H]1[C@H](c2ccc(F)cc2)C(c2ccc(F)cc2)=NN1c1ccccc1
    i	i	i	-2.5	i	i	-6.5	i	i	i	21.8
23: S=c1[nH]c2ccc3ccccc3c2[nH]1
    i	i	i	-1.3	i	i	-8.6	i	i	i	-2.8
24: Cc1ccc(NC(=O)c2cccnc2)c([N+](=O)[O-])c1
    i	i	i	7.1	i	i	-3.9	i	i	i	4.0
25: COc1ccc(/C=N/N(C)C2=NS(=O)(=O)c3ccccc32)cc1
    i	i	i	-3.2	i	i	-4.5	i	i	i	-4.3
26: Cc1cc(C(=O)CSc2nncs2)c(C)n1Cc1ccco1
    i	i	i	0.9	i	i	-14.5	i	i	i	1.1
27: Cc1ccc(NC(=O)c2ccc(OC(=O)CCN3C(=O)c4ccccc4C3=O)cc2)cc1
    i	i	i	-2.9	i	i	-5.3	i	i	i	5.5
28: CC1=C(C)CC(C(=O)NC2CCN(C(C)C)CC2)C(C(=O)O)C1 (configuration not stated)
    i	i	i	-0.4	i	i	-6.9	i	i	i	3.4
29: COC(=O)c1ccccc1NC(=O)Cn1nc2n(C)c3ccccc3n2c(=O)c1=O
    i	i	i	-1.7	i	x	-4.1	x	i	i	5.4
30: O=C1CCSc2cccc3cccc(c23)N1
    i	i	i	-1.9	i	i	-5.8	i	i	i	-11.8
31: Cc1onc(-c2ccccc2Cl)c1C(=O)NC1CCCCCC1
    i	i	i	-4.2	i	i	-4.0	x	i	i	4.2
32: COc1cccc(/C=C/c2ccccn2)c1O
    i	i	i	5.1	i	i	-6.7	i	i	i	1.4
33: CS(=O)(=O)N1CCN(C(=O)Nc2ccccc2)CC1
    i	i	i	-0.5	i	i	-2.0	i	i	i	-11.7
34: COc1ccc(N2CCN(C(CNC(=O)c3ccc4c(c3)OCO4)c3ccco3)CC2)cc1 (configuration not stated)
    i	i	i	-3.3	i	i	-6.0	i	i	i	-2.9
35: COc1ccccc1-c1c(C)nn2c(-c3ccccc3)cc(C)nc12
    i	i	i	-7.6	i	i	-8.5	i	i	i	-8.3
36: CCc1ccc(NC(=O)CSc2n[nH]c(C)c2[N+](=O)[O-])cc1
    i	i	i	-2.6	i	i	-3.3	i	i	i	8.1
37: Cc1ccc(C)c(OCC(O)CN2CCN(CCN3C(=O)c4cccc5cccc(c45)C3=O)CC2)c1 (configuration not stated)
    i	i	i	8.4	i	i	-27.0	i	i	i	15.6
38: COc1cc(NC(=O)Cc2c(C(=O)O)n(C)c3ccccc23)cc(OC)c1OC
    i	i	i	u	i	i	-5.6	i	i	i	7.0
39: Cc1nnsc1C(=O)Nc1ccccc1
    i	i	i	-2.6	i	i	-3.5	i	i	i	-1.9
40: COc1ccc(COC(=O)CCS(=O)(=O)c2ccc(C)cc2)cc1F
    i	i	i	2.3	i	i	-3.9	i	i	i	4.5
41: CCn1ncc(C2=NOC(C(=O)Nc3ccc4c(c3)OCO4)C2)c1C (configuration not stated)
    i	i	i	-0.5	i	i	-9.3	i	i	i	0.5
42: Cc1cc([N+](=O)[O-])cc2c1NCC1CC=CC21 (configuration not stated)
    i	i	i	3.6	i	i	-7.8	i	i	i	-1.1
43: CCOC(=O)N1CCC2(CC1)C(C#N)=C(N)Oc1c2sc2nc(C)cc(C)c12
    i	i	i	-1.2	i	i	-4.0	i	i	i	30.9
44: CCn1c(SCC(O)c2ccccc2)nnc1-c1ccccc1 (configuration not stated)
    i	i	i	3.1	i	i	-8.0	i	i	i	-17.5
45: O=C(CSc1ccc(-c2cccs2)nn1)N1CCCCCC1
    i	i	i	4.4	i	i	-6.1	i	i	i	-4.4
46: CCCCCC1=NN2C(=O)CC(=O)N=C2S1
    i	i	i	1.6	i	i	-8.8	i	i	i	13.2
47: COC/C=C/C1=CC2=CC(=O)C(C)(OC(=O)c3cnc4ccccc4n3)C(=O)C2=CN1CCCCO (configuration not stated)
    i	i	i	-8.9	i	i	-7.5	i	i	i	4.6
48: Brc1ccc(/C=N/N2CCN(C3c4ccccc4-c4ccccc43)CC2)s1
    i	i	i	0.2	i	i	-6.1	i	i	i	-4.4
49: CCC(C)NC(=O)c1cc(CC(C)C)on1 (configuration not stated)
    i	i	i	-3.1	i	i	-4.5	i	i	i	1.2
50: c1ccc(C2Nc3ccccc3-c3nc4ccccc4n32)nc1 (configuration not stated)
    i	i	i	-40.5	i	i	-9.1	i	i	i	-3.6
51: Cn1cccc1/C=C1\CCC/C(=C\c2cccn2C)C1=O
    i	i	-9.56*	12.2	14*	-12*	-36.2	i	i	i	18.2
52: CCOc1ccc(CNc2ccc(N3CCOCC3)c(C(=O)O)c2)cc1
    i	i	i	-0.9	i	i	-6.0	i	i	i	0.0
53: CCOC(=O)Cn1c(-c2ccccc2)cc(SC)c(C#N)c1=O
    i	i	i	-6.1	i	i	2.7	i	-9.25*	i	3.6
54: COc1ccc(OC)c(S(=O)(=O)NCC(c2ccco2)S(=O)(=O)c2ccccc2)c1 (configuration not stated)
    i	i	i	0.8	i	i	-14.1	i	i	i	-6.0
55: CCCc1nnc2n1N=C(c1ccc([N+](=O)[O-])cc1)CS2
    i	i	i	0.3	i	i	-2.5	i	i	i	0.1
56: CCC(=O)NC(c1ccc(N(C)C)cc1)c1c(O)ccc2ccccc12 (configuration not stated)
    i	i	i	2.8	i	i	-15.1	i	i	i	1.8
57: CC1CC(C)CN(S(=O)(=O)N2CCCC(C(=O)NCCc3ccccc3)C2)C1 (configuration not stated)
    i	i	i	-1.7	i	i	-0.7	i	i	i	14.0
58: COc1cccc(NC(=O)CSCc2cc(=O)n3nc(C4CC4)sc3n2)c1
    i	i	i	2.7	i	i	-3.2	i	i	i	1.3
59: CCn1c(=O)c(=O)[nH]c2cc(C(=O)NCC3CCCCC3)ccc21
    i	i	i	-1.7	i	i	-5.0	i	i	i	-2.4
60: CC(C)S(=O)(=O)C/C(N)=N/OS(=O)(=O)c1ccc(Cl)cc1
    i	i	i	0.3	i	i	-6.8	i	i	i	0.7

# (next part)
# The line under a structure holds: RGS4 inh	TMEM16A inh	KCNK9 inh	HDAC3 inhib	KCNQ1 inh	KCNK3 inh	hERG protect	TMEM16A act	RGS4 act	KCNQ1 act	SKKanGAS inh
61: COC(=O)c1c(N)sc(C(=O)N2CCOCC2)c1C
    i	i	i	2.1	i	i	-7.6	i	i	i	-3.8
62: CCOc1cc2c(C#N)c(N(CC)CC)nc(N)c2c(N)n1
    i	i	i	-4.5	i	i	-6.7	i	i	i	4.0
63: Cc1ccc(-c2nc(C)sc2CC(=O)NCc2ccco2)cc1
    i	x	i	x	i	i	-16.7	i	i	i	3.8
64: Cc1cc(C)nc(SCc2nnc(SCC(=O)Nc3c(C)cccc3C)o2)n1
    i	i	i	2.6	i	i	-2.4	i	i	i	1.2
65: CCN1CCCc2cc(CN(CCN3CCOCC3)C(=S)Nc3ccccc3OC)ccc21
    i	i	i	-5.4	i	i	-7.6	i	i	i	0.4
